# Screening results deposited in PubChem BioAssay by several laboratories.
# Bim-Bcl-B = inhibitors of Bim-Bcl-B binding, primary screen, biochemical, multiplexed, human Bcl-2 family | bead-based flow cytometry, Bim peptide-Bcl-B binding | inhibition, % at 10 µM | AID 951, 2007 | 190,000 compounds, 0.073% hits;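 also: 0% = tracer peptide without compound and 100% = reference inhibitor peptide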
# Mcl1 Noxa PPI = Mcl-1/Noxa binding inhibitors, primary screen, biochemical, TR-FRET, 1536-well. TR-FRET Mcl-1/Noxa peptide binding, 2 h. inhibition, % at 21.7 µM. 220,000 compounds, 1.5% hits. AID 1022, 2008;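 active = compounds that cut the protein-peptide binding signal by more than 50% relative to plate controls in a single-dose test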;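 also: His-tagged Mcl-1 with rhodamine Noxa BH3 peptide and terbium anti-His antibody; 0% = Mcl-1 plus Noxa peptide wells and 100% = peptide-only wells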
# Target sequence (Q07820 whole entry, looked up): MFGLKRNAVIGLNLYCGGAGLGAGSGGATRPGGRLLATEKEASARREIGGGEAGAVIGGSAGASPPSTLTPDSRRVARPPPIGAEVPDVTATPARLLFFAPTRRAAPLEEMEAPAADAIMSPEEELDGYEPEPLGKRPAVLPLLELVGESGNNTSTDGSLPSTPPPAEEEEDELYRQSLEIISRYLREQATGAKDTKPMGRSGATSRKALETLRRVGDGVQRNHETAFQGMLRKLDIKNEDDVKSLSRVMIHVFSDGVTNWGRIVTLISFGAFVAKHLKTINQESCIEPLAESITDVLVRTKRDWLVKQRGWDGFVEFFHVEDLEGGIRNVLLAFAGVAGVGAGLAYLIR
# Mcl1 Bid PPI = Mcl-1/Bid binding inhibitors, primary screen, biochemical, TR-FRET, 1536-well; Induced myeloid leukemia cell differentiation protein Mcl-1 (Homo sapiens), Q07820; TR-FRET Mcl-1/Bid-Dy647 peptide binding; inhibition, % at 21.7 µM; 220,000 compounds, 0.97% hits;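 active = compounds that cut the binding signal by more than half at the single screening dose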;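 also: His-tagged Mcl-1 with europium anti-His antibody binding Bid BH3 peptide; 0% = Mcl-1 plus peptide wells and 100% = peptide-only wells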
# RGS4-Gao reg = modulators of RGS4 binding to Galphao, primary screen, biochemical, multiplexed bead flow cytometry; actives lie on both sides; 220,000 compounds, 0.33% hits; binding response (% of control), % at 10 µM; Guanine nucleotide-binding protein G(o) subunit alpha (Homo sapiens), P09471; AID 1415, 2008; in the data active = binding response below about 49% or above about 150%; inactive = in between;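 also: fluorescent Galphao activated with aluminum fluoride binding bead-coupled RGS4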
# RGS7-Gao = RGS7-Galphao binding modulators, primary screen, biochemical, multiplexed bead flow cytometry; Guanine nucleotide-binding protein G(o) subunit alpha (Homo sapiens), P09471; actives lie on both sides; binding response (% of control), % at 10 µM; 220,000 compounds, 0.35% hits; in the data active = binding response below about 49% or above about 150%; inconclusive = no clear call, values can overlap the other calls; inactive = in between;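 also: fluorescent Galphao held in activated GDP-AlF4 state binding bead-coupled RGS7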
# Bcl-W Bim block = inhibitors of Bim binding to Bcl-W, primary screen, biochemical, multiplexed, bead-based flow cytometry | Bcl-2-like protein 2 (Homo sapiens), Q92843 | 190,000 compounds, 0.02% hits | inhibition, % at 10 µM | Bim peptide-Bcl-W binding;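 also: 0% = bound tracer without compound and 100% = peptide blocker; higher means less fluorescent Bim peptide bound to Bcl-W beads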
# Target sequence (Q92843 whole entry, looked up): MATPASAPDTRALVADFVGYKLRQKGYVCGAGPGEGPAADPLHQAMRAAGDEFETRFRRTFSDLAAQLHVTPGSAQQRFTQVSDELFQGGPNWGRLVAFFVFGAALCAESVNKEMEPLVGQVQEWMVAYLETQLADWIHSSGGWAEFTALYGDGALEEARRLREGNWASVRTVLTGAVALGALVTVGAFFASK
# Bcl-2 Bim block = inhibitors of Bim-Bcl-2 binding, primary screen, biochemical, multiplexed, human Bcl-2 family. Bead-based flow cytometry, Bim peptide-Bcl-2 binding. 190,000 compounds, 0.06% hits. inhibition, % at 10 µM; in the data active = inhibition above about 40%; inconclusive = no clear call, values can overlap the other calls;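 also: 0% = no compound wells with probe peptide and 100% = reference peptide inhibitor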
# Target sequence (P10415 whole entry, looked up): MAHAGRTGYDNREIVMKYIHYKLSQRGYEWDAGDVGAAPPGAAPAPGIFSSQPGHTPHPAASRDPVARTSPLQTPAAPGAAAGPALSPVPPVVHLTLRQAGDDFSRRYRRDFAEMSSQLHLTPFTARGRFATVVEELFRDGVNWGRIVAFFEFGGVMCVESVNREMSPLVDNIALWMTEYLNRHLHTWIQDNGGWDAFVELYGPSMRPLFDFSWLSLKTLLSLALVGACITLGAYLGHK
# Bim-Mcl-1 = inhibitors of Bim peptide binding to Mcl-1, primary screen, biochemical, bead-based flow cytometry, multiplex; inhibition, % at 10 µM; 190,000 compounds, 0.1% hits; Bim peptide-Mcl-1 binding; AID 1009, 2008;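 also: 0% = no compound tracer wells and 100% = peptide blocker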
# RGS8-Gao reg = RGS8-Galphao binding modulators, primary screen, biochemical, multiplexed bead flow cytometry | AID 1423, 2008 | actives lie on both sides | 220,000 compounds, 0.34% hits | Guanine nucleotide-binding protein G(o) subunit alpha (Homo sapiens), P09471 | response (percent of control binding), % at 10 µM; in the data active = response below about 60% or above about 140%; inactive = in between;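 also: Galphao activated as the GDP aluminium fluoride complex binding bead-coupled RGS8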
# Bim-Bfl-1 = inhibitors of Bim binding to Bfl-1, primary screen, biochemical, multiplexed, bead-based flow cytometry; Bcl-2-related protein A1 (Homo sapiens), Q16548; Bim-Bfl-1 binding inhibition; inhibition, % at 10 µM; 190,000 compounds, 0.12% hits; AID 1008, 2008;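 also: 0% = wells without compound plus tracer and 100% = blocker peptide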
# Bcl-XL Bim block = inhibitors of Bim-Bcl-XL binding, primary screen, biochemical, multiplexed, bead flow cytometry, human Bcl-XL; inhibition, % at 10 µM; Bcl-2-like protein 1 (Homo sapiens), Q07817; 190,000 compounds, 0.04% hits; Bim peptide-Bcl-XL binding, fluorescence
# Target sequence (Q07817 whole entry, looked up): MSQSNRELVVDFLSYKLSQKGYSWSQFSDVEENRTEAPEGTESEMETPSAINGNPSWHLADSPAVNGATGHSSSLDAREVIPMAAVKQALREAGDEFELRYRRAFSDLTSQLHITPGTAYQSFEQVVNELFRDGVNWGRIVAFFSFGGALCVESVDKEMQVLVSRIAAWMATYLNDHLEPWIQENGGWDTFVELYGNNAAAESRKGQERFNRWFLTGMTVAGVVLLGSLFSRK
# * = called active by the depositor; ? = inconclusive; nt = not tested or not shown. Rule as the data show it, unless noted: active = inhibition above about 40%. Hits appear at their usual frequency (roughly 2.7% active in at least one column).
SMILES,Bim-Bcl-B,Mcl1 Noxa PPI,Mcl1 Bid PPI,RGS4-Gao reg,RGS7-Gao,Bcl-W Bim block,Bcl-2 Bim block,Bim-Mcl-1,RGS8-Gao reg,Bim-Bfl-1,Bcl-XL Bim block
O=C(Nc1ccc(S(=O)(=O)Nc2nccs2)cc1)c1cc(-c2ccncc2)nc2ccccc12,nt,89.7*,-51.0,99.4,?,nt,nt,nt,103.8,nt,nt
NC(=O)C1CCN(C(=O)c2ccc(Oc3ccccc3)cc2)CC1,-4.0,3.1,-19.5,102.0,97.1,4.0,-11.0,0.0,101.8,-10.0,-2.0
COc1ccc(Br)c(C(=O)Nn2c(C)nc3ccccc3c2=O)c1,-10.0,-3.6,-16.5,101.4,101.2,-7.0,-15.0,-10.0,100.4,-23.0,-10.0
O=C(c1ccccc1F)N1CCN(S(=O)(=O)c2ccc(S(=O)(=O)N3CCCCCC3)cc2)CC1,nt,-32.6,-51.6,98.1,?,nt,nt,nt,101.1,nt,nt
Cc1ccc(-c2noc(CN(C(=O)Cc3ccccc3)C(C)C)n2)cc1,0.0,-0.9,-0.8,98.8,97.1,3.0,4.0,0.0,100.5,3.0,0.0
CC(C)Oc1ccccc1/C=N/NC(=O)c1ccc(F)cc1,-3.0,16.2,4.7,94.3,93.1,-2.0,-5.0,-4.0,92.1,-2.0,-7.0
Cc1cc(C(=O)CSc2nnc(N)s2)c(C)n1Cc1ccco1,0.0,19.6,-26.7,100.4,97.2,2.0,0.0,2.0,104.6,-1.0,0.0
COc1cccc(-c2cc3nc(-c4ccccc4)cc(N4CCC5(CC4)OCCO5)n3n2)c1,0.0,-12.7,11.4,102.0,105.0,-1.0,-3.0,-4.0,103.0,-2.0,-1.0
CCOC(=O)Nc1ccc(C(=O)NCC2CCCO2)cc1 (configuration not stated),-2.0,-6.1,-20.1,105.3,101.2,-2.0,-5.0,-2.0,101.1,0.0,-1.0
O=C(NCCCn1ccnc1)/C(=C\c1ccco1)NC(=O)c1ccco1,-5.0,14.5,-15.2,110.6,103.6,0.0,-2.0,5.0,107.4,-6.0,-7.0
CC1CCN(C(=O)CCNS(=O)(=O)c2ccccc2)CC1,-9.0,1.0,-16.8,95.9,93.0,0.0,-12.0,-4.0,95.8,-20.0,-7.0
NS(=O)(=O)c1ccc(N2N=C(c3ccccc3)CC2c2cccc(F)c2)cc1 (configuration not stated),-3.0,7.7,-61.7,97.7,101.2,-2.0,4.0,-18.0,101.4,-3.0,-2.0
CCOc1ccc(-n2c(Cc3cc(=O)[nH]c(=O)[nH]3)nnc2SCC(=O)NC2CCCC2)cc1,-6.0,5.1,-22.6,103.4,107.2,1.0,-6.0,-1.0,109.3,-9.0,0.0
CCC(=O)c1c[nH]c(C(=O)NCCc2ccccn2)c1,-5.0,24.7,-1.9,98.9,98.5,0.0,-5.0,0.0,101.4,-11.0,-13.0
C=CCN1C=C2C(=O)C(C)(OC(=O)CC)C(=O)C=C2C=C1CCCC (configuration not stated),nt,14.7,-84.8,93.7,?,nt,nt,nt,98.1,nt,nt
COc1ccc(C(=O)N/C(=C\c2ccccc2)C(=O)NC(CCSC)C(=O)O)cc1 (configuration not stated),-9.0,-3.6,-14.8,98.7,99.1,-4.0,-11.0,-3.0,101.1,-17.0,-8.0
CC1CN=C(N(C(=O)Nc2ccccc2)C(C)C)S1 (configuration not stated),-5.0,15.8,-26.6,103.4,101.2,-6.0,-13.0,-3.0,104.3,-3.0,-4.0
CC(NCc1cccc(S(=O)(=O)N(C)C)c1)c1ccc(F)cc1 (configuration not stated),nt,5.4,3.8,91.2,?,nt,nt,nt,99.9,nt,nt
Cc1cc(C)cc(NC(=O)CSc2ncc(S(=O)(=O)c3ccccc3)c(=O)[nH]2)c1,-4.0,-1.2,-12.0,98.6,98.6,0.0,0.0,0.0,99.3,0.0,-7.0
O=C(CSc1nc2cc(S(=O)(=O)N3CCOCC3)ccc2o1)NC1CCCc2ccccc21 (configuration not stated),-35.0,25.9,-19.9,81.9,102.1,-4.0,-9.0,-12.0,83.5,5.0,-11.0

# Rewritten with each value named: part of the list above
> CC1CN=C(N(C(=O)Nc2ccccc2)C(C)C)S1 (configuration not stated)
- Bim-Bcl-B: -5.0
- Mcl1 Noxa PPI: 15.8
- Mcl1 Bid PPI: -26.6
- RGS4-Gao reg: 103.4
- RGS7-Gao: 101.2
- Bcl-W Bim block: -6.0
- Bcl-2 Bim block: -13.0
- Bim-Mcl-1: -3.0
- RGS8-Gao reg: 104.3
- Bim-Bfl-1: -3.0
- Bcl-XL Bim block: -4.0

> CC(NCc1cccc(S(=O)(=O)N(C)C)c1)c1ccc(F)cc1 (configuration not stated)
- Bim-Bcl-B: nt
- Mcl1 Noxa PPI: 5.4
- Mcl1 Bid PPI: 3.8
- RGS4-Gao reg: 91.2
- RGS7-Gao: ?
- Bcl-W Bim block: nt
- Bcl-2 Bim block: nt
- Bim-Mcl-1: nt
- RGS8-Gao reg: 99.9
- Bim-Bfl-1: nt
- Bcl-XL Bim block: nt

# (continued)
SMILES,Bim-Bcl-B,Mcl1 Noxa PPI,Mcl1 Bid PPI,RGS4-Gao reg,RGS7-Gao,Bcl-W Bim block,Bcl-2 Bim block,Bim-Mcl-1,RGS8-Gao reg,Bim-Bfl-1,Bcl-XL Bim block
NS(=O)(=O)c1ccc(CCNC(=O)CSc2nc3ccsc3c(=O)n2C2CC2)cc1,7.0,6.6,-28.6,101.2,107.3,2.0,5.0,7.0,101.2,10.0,8.0
CCc1ccccc1Nc1nc(N)nc(CSc2nnc3ccccn23)n1,-3.0,5.4,-10.9,91.3,?,-1.0,-2.0,-1.0,95.2,-4.0,-1.0
CC(C)N1CCC(NC(=O)Nc2ccc3c(c2)OCO3)CC1,-8.0,4.5,-23.6,89.7,91.0,-3.0,-10.0,-2.0,92.8,-15.0,-8.0
COc1ccc(OCCCN2CCCC(C)C2)cc1 (configuration not stated),0.0,5.8,7.7,102.2,98.6,3.0,0.0,1.0,99.5,-6.0,0.0
CCCCOc1ccc(-c2cn3ccccc3n2)cc1[N+](=O)[O-],-1.0,23.1,-23.0,102.4,103.3,0.0,-8.0,-4.0,107.4,-8.0,-1.0
CC(=O)Nc1ccc(NC(=O)CN(c2ccc(C(C)C)cc2)S(=O)(=O)c2ccccc2)cc1,-4.0,5.8,-19.8,97.0,101.8,1.0,-5.0,0.0,100.0,-4.0,0.0
COc1ccc(NC(=O)c2cc3ccccn3n2)cc1,0.0,6.1,-9.1,94.1,95.7,2.0,1.0,0.0,97.9,3.0,3.0
OCc1nn2c(c1Br)NC(c1ccccc1)CC2C(F)(F)F (configuration not stated),1.0,-1.6,-21.6,102.2,98.2,2.0,-2.0,0.0,97.9,0.0,0.0
O=C(CSc1nccn1-c1ccccc1)c1ccc(Br)cc1,-3.0,-4.9,-29.8,97.4,101.4,0.0,-1.0,-3.0,98.9,0.0,-6.0
CC(C)(C)c1ccccc1NC(=O)c1ccco1,-10.0,0.0,-23.5,100.3,98.5,-4.0,-4.0,-3.0,99.6,-13.0,-6.0
CCn1cc(/C=C/C(=O)Nc2ccn(Cc3c(F)c(F)c(F)c(F)c3F)n2)cn1,-7.0,14.3,-8.5,100.5,100.3,-4.0,2.0,-5.0,106.5,0.0,-3.0
CCOC(=O)C1=C(C)NC(C)=C(C(=O)OCC)C1C(=O)OCC(=O)N(C)C,nt,-4.8,-67.8,104.3,?,nt,nt,nt,100.8,nt,nt
COc1ccc(Nc2nnc(SCc3cc(=O)n4ccsc4n3)s2)cc1,-11.0,43.8,-33.7,85.4,104.8,-6.0,0.0,-1.0,99.0,3.0,-7.0
O=C(Nc1nc2c(F)cc(F)cc2s1)C1CC(=O)N(Cc2ccco2)C1 (configuration not stated),nt,58.9*,-20.1,99.7,?,nt,nt,nt,99.0,nt,nt
CC1(C)COC(Cn2c3ccccc3c3ccccc32)O1 (configuration not stated),nt,-7.5,-22.4,97.0,?,nt,nt,nt,99.1,nt,nt
Cc1c(CCC(=O)O)c(=O)oc2cc3occ(-c4ccccc4)c3cc12,nt,-7.2,-6.5,103.6,?,nt,nt,nt,102.3,nt,nt
COc1ccc(CN2CCNC(=O)C2CC(=O)N2CCCCO2)c(OC)c1 (configuration not stated),-7.0,-5.5,-38.7,99.8,104.0,0.0,-3.0,-1.0,103.6,-5.0,0.0
CCN1CCN(C(=O)NC2CC(=O)N(c3ccc(OC)cc3)C2)CC1 (configuration not stated),-1.0,-9.1,-10.3,98.3,99.9,-1.0,2.0,0.0,100.8,-7.0,-2.0
Cc1ccc2cc(C3CC(c4ccco4)=NN3S(=O)(=O)c3ccccc3)c(Cl)nc2c1 (configuration not stated),-8.0,13.4,-40.9,98.9,98.5,-5.0,-5.0,-1.0,100.1,-7.0,-4.0
CC(=O)c1cnn(-c2ccccc2)c1C,-2.0,-0.3,-7.7,101.3,100.3,1.0,-5.0,1.0,106.2,-8.0,-2.0
CC(=O)NC1=NN(C(C)=O)C(C)(CS(=O)(=O)c2ccc(Cl)cc2)S1 (configuration not stated),nt,18.9,0.4,93.5,100.1,-3.0,0.0,2.0,91.1,-2.0,-2.0
COc1cccc(-c2cc(C(=O)NCc3ccc(Cl)cc3)no2)c1,-6.0,0.9,-2.3,100.6,101.6,0.0,-10.0,-2.0,102.4,-15.0,-3.0
O=C(Nc1nc2ccccc2s1)C1CC(=O)N(c2ccc(F)cc2)C1 (configuration not stated),-5.0,26.8,14.6,97.9,99.7,1.0,-7.0,1.0,104.7,-7.0,4.0
Cn1cc(-c2nnnn2-c2cccc(C(F)(F)F)c2)c(C(F)(F)F)n1,-10.0,8.9,2.8,108.6,106.2,-1.0,-13.0,-4.0,101.3,-15.0,-2.0
O=C(OCC(=O)c1cccs1)c1ccccc1,-6.0,12.8,2.2,94.9,94.5,-1.0,-11.0,-2.0,97.8,-16.0,-3.0
COc1ccc(C(=O)NCc2nnc(SCC(=O)Nc3nnc(C)s3)o2)cc1OC,-3.0,-2.6,-45.4,97.7,100.6,-1.0,3.0,1.0,103.3,-3.0,-1.0
O=C(NC1CCS(=O)(=O)C1)c1cccc(S(=O)(=O)N2CCCC2)c1 (configuration not stated),0.0,-2.8,-34.5,99.0,103.2,-1.0,1.0,2.0,100.8,-4.0,1.0
CSc1nc2ccccc2n1CC(=O)Nc1c(C)n(C)n(-c2ccccc2)c1=O,-2.0,7.2,-9.6,100.3,103.2,-3.0,-5.0,-1.0,100.2,-7.0,-3.0
CCc1c(C#N)c(SCCC(=O)Nc2ccc(OC)cc2)nc2c1C(=O)CC(C)(C)C2,0.0,9.4,-12.3,104.3,111.8,1.0,-3.0,-2.0,118.4,-1.0,2.0
